Bioassay records: PubChem, National Center for Advancing Translational Sciences (NCATS)
TRb-SRC2 inh: inhibitors of human thyroid hormone receptor beta-SRC2 interaction | Potency, µM (highest dose often 106 µM), for inactives: at the top dose activity change, negative = inhibition, usual class: inhibitors | TRbeta-SRC2 peptide binding, fluorescence polarization; receptor liganded with 1 µM T3 | hit rate 0.065% among 280,000;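 note: plate controls were bound peptide for no effect and peptide without receptor for full effect; nearly all actives have a fitted effect of over 50% in size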
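Assay buffer: 20 mM Tris-HCl, 100 mM NaCl, 10% glycerol, 1 mM EDTA, 0.01% NP-40, 1 mM DTT, 1 uM T3, 5% DMSO; TRb LBD 0.6 uM, Texas Red SRC2 20 nM; FP after 5 hr.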
TexasRed fluor: alters Texas Red total fluorescence, flagging assay interference; TRb/SRC2 Texas Red total fluorescence interference; hit rate 0.29% among 280,000; Potency, µM (doses to about 106 µM), inactives show at the highest dose fluorescence change, negative = quenching; active = well fitted curve in either direction with a large enough effect; inconclusive = small, poorly fitted or top-dose-only effect; note: % is set by controls: 0 for no effect and ±100 for the full control effect
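Human TRb ligand-binding domain at 0.6 uM with 20 nM Texas Red SRC2 peptide in Tris buffer containing 1 uM T3 and 5% DMSO, incubated with compound 5 h at ambient temperature. Total fluorescence (555/632 nm) calculated as parallel + 2 × perpendicular.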
Tau fluor cs: counter-screen for tau fibril formation inhibitors; tau K18 P301L Alexa594 fluorescence, heparin fibrillization; hit rate 0.93% among 280,000; Potency, µM (highest dose often 57.7 µM), for the others: top-dose activity change, negative = decrease; note: % is set by controls: 0 for no effect and ±100 for the full control effect; nearly all actives have a fitted effect of over 55% in size
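Human tau K18 P301L (15 uM unlabeled, 0.24 uM Alexa 594-labeled) in 100 mM sodium acetate pH 7 with 20 uM heparin, 6 hr at 37 C. ThT 30 uM added, 1 hr ambient; Alexa 594 FP and total fluorescence read at 555/632 nm.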
Tau fibril FP: blocks human tau fibril formation measured by polarization. K18 P301L tau heparin fibrillization, Alexa594 FP, 6 h. Potency, µM (titrated, usually from 57.7 µM), inactives show at the highest dose activity, negative = inhibition, usual class: inhibitors. hit rate 0.39% among 280,000. AID 1468; note: % is set by controls: 0 for no effect and ±100 for the full control effect; nearly all actives have a fitted effect of over 55% in size
Target sequence (P10636 561-689 P618L limits assumed): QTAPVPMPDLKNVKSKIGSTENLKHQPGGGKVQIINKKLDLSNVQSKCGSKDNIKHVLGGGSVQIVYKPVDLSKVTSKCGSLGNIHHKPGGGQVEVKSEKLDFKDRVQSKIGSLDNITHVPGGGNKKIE
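FP of Alexa 594-tau after heparin (20 uM) induction. Substrate: human K18 P301L, 15 uM unlabeled, 0.24 uM labeled. Buffer 100 mM sodium acetate pH 7. 6 hr, 37 C.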
RECQ1 helicase: inhibitors of human RECQ1 DNA helicase; P46063; RECQ1 DNA unwinding, red fluorescence kinetic read; Potency, µM (titrated, usually from 57.3 µM), for inactives: top-dose activity, negative = inhibition, usual class: inhibitors; hit rate 0.54% among 240,000; AID 2549;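 note: plate controls were vehicle for no effect and no enzyme for full effect; nearly all actives have a fitted effect of over 30% in size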
Target sequence (P46063 whole entry, looked up): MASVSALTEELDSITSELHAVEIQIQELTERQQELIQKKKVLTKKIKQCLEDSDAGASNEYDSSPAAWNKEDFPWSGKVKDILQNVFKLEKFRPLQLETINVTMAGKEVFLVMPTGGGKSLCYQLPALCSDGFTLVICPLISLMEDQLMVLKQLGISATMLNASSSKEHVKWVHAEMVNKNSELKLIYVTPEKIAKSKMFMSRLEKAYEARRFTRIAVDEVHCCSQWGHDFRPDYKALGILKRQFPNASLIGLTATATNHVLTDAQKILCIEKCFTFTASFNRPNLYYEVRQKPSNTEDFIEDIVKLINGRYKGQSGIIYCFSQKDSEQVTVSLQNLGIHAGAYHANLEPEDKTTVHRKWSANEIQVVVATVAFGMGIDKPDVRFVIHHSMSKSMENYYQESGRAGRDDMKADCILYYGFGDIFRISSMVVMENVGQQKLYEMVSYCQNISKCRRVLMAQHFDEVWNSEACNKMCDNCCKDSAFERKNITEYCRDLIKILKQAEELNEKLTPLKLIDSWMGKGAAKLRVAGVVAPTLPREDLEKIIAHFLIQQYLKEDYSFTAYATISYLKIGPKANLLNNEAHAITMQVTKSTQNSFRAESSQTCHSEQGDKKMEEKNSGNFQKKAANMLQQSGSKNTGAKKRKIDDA
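50 nM RECQ1T1 preincubated 15 min with compound in Tris pH 8.0 buffer with MgCl2, DTT, Tween-20 and 2.5 ug/ml poly(dI-dC); started with 200 nM TAMRA/BHQ-2 forked duplex and 2 mM ATP. Unwinding read as fluorescence (525/598 nm), two reads 2 h apart.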
L3MBTL1 block: blocks human L3MBTL1; Potency, µM (top dose mostly 57.1 µM), inactives show at the highest dose activity, negative = inhibition, actives largely listed as inhibitors; Q9Y468; AlphaScreen L3MBTL1–H3K9me1 peptide binding; hit rate 0.66% among 230,000; note: % is set by controls: 0 for no effect and ±100 for the full control effect; nearly all actives have a fitted effect of over 60% in size
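L3MBTL1 (50 nM) pre-complexed 30 min with biotinylated H3(1-15)K9me1 peptide (75 nM), then compounds added for 30 min at room temperature; AlphaScreen streptavidin donor/nickel chelate acceptor beads (10 ug/mL final) read after 30 min dark incubation.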
HTT ATP protect: protects HTT-Q103 PC12 cells, measured by ATP; PC12 HTT-Q103 induced, cytoprotection, ATP luminescence, 40 h; Potency, µM (series often up to 56.4 µM), for the others: cytoprotection (ATP increase), actives largely listed as activators; hit rate 0.14% among 230,000; AID 1471;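 note: % of control where 0% means no effect; nearly all actives have a fitted effect of over 45% in size; toxic huntingtin expression switched on by the ecdysone agonist tebufenozide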
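ATP quantification (ATPlite) reports survival of PC12 cells in which tebufenozide, 100 nM final, switches on Htt exon 1 with 103 glutamines linked to GFP; compounds are titrated.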
Tau fibril ThT: tau fibrillization inhibition (ThT binding); P10636; recombinant tau K18 P301L (four-repeat tau fragment), heparin-induced fibrillization, ThT fluorescence; Potency, µM (titrated, usually from 57.4 µM), for the others: at the top dose activity, negative = inhibition, most hits filed as inhibitors; hit rate 2.1% among 270,000; AID 1460; note: % is set by controls: 0 for no effect and ±100 for the full control effect; nearly all actives have a fitted effect of over 55% in size
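Aggregation was driven by heparin (20 uM final) acting on recombinant tau […] bearing P301L in 100 mM sodium acetate pH 7; fibrils were detected with Thioflavin T.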
The depositor's hits bear a star; i = inactive; ? = inconclusive; . = no result given; & = joins results of further samples; [ ] = another dose, or the depositor's remark. Unless noted, calls come from the whole dose curve; as a rule, active = well fitted curve in the direction sought with a large enough effect; inconclusive = small, poorly fitted or top-dose-only effect, or another doubt; inactive = no such curve, though single readings can be large; an effect the other way counts as inactive or inconclusive. Potency is the fitted concentration of half-maximal effect.

canonical_smiles | TRb-SRC2 inh | TexasRed fluor | Tau fluor cs | Tau fibril FP | RECQ1 helicase | L3MBTL1 block | HTT ATP protect | Tau fibril ThT
COC(=O)Cc1[nH]c(Cl)nc1C(N)=O | -3% | -1% | -5% | 7% | i | 6% | 23%[10 µM] | -4%
COc1cccc(NC(=O)[C@@H]2CCCN2C(=O)C2CCN(S(=O)(=O)c3ccc(C)cc3)CC2)c1 | -1% | -1% | 1% | 7% | -2% | -1% | -21% | -2%
O=C(CN1C(=O)c2ccccc2C1=O)Nc1sc2c(c1C(=O)NCc1ccco1)CCCC2 | . | . | -29% | -7% | -27% | -21% | 10% | -12%
O=C(CSc1ccc2nnc(-c3ccccc3)n2n1)NCC1CCCO1 (configuration not stated) | 6% | 1% | 6% | 17% | 8% | ? | 31%[10 µM] | 9%
COc1ccc(C(=O)Nc2ccncc2)c(OC)c1 | 8% | -1% | -9% | -3% | i | 2% | 8%[10 µM] | -6%
COc1ccccc1C/C(N)=N/OC(=O)c1cccs1 | -8% | -1% | -1% | -6% | 4% | 6% | 7% | -2%
O=C(CC1NCCNC1=O)Nc1ccc2c(c1)OCO2 (configuration not stated) | -1% | -7% | -4% | -7% | -3% | . | -10% | -4%
O=C(NC1CCCCC1)c1ccccc1NC(=O)C1CC(=O)N(c2ccc(Cl)cc2)C1 (configuration not stated) | -25% | -5% | 7% | 6% | 3% | -3% | 16%[1.9 µM] | 10%
O=C(COc1ccc2ccccc2c1)Nc1ccc2c3c(cccc13)CC2 | -3% | -2% | 0% | 8% | -1% | -1% | -16%[10 µM] | -10%
Cc1c(NC(=O)C(C)N2CC(C)OC(C)C2)c(=O)n(-c2ccccc2)n1C (configuration not stated) | -4% | -1% | -1% | 0% | -4% | . | -15% | -5%
Cc1coc2cc3oc(=O)cc(C)c3cc12 | 7% | -3% | 6% | 2% | i | 12% | 18%[10 µM] | 0%
O=C(/C=C/c1ccc(O)c(O)c1)OCCc1ccccc1 | 5%&-4%&0%&1% | -21%&-5%&-2%&-5% | 11µM*[quencher] | ? | -18%&-3%&-8%&-8% | . | . | ?
NC(=O)C1(N2CCCCC2)CCN(CC(=O)Nc2cc(Cl)ccc2Cl)CC1 | 4% | 0% | -7% | 6% | -2% | 6% | 34%[10 µM] | -2%
Cc1ccc(S(=O)(=O)NCCC(=O)Nc2cccc(Cl)c2)cc1 | 5% | 1% | -15% | -5% | -2% | 8% | 35%[10 µM] | 1%
C#CCOCCOCCOCCNc1nc(N2CCN(C(=O)[C@H]([C@@H](C)CC)n3cc([C@@H](N)CC(C)C)nn3)CC2)nc(N2CCN(C(=O)[C@H](CCCCN)n3cc([C@@H](N)CO)nn3)CC2)n1 | -3% | -2% | 4% | -2% | -3% | -11% | 1%[10 µM] | -7%
CCOC(=O)C1CCN(C(=O)c2ccc(N(C)S(=O)(=O)c3ccc(OC)cc3)cc2)CC1 | -3% | 3% | 6% | -1% | -14% | 7% | 9%[10 µM] | 7%
Cc1ccc(B(O)O)cc1 | -7% | -17% | -8% | 1% | 2% | . | 6% | -4%
CC(=O)N1CCc2c(sc3c2c(=O)n(Cc2ccccc2)c(=O)n3Cc2cc(C)ccc2C)C1 | 0% | -15% | -7% | 2% | . | . | . | -10%
Cn1c(SCC2CCCO2)nnc1-c1cccc([N+](=O)[O-])c1 (configuration not stated) | 4%[53 µM] | -2%[53 µM] | -4% | -1% | -8% | 5% | 16%[10 µM] | -10%
COC(=O)COc1cc(Br)c(/C=C2/SC(=O)N(CC(=O)N3CCCC3)C2=O)cc1OC | -9% | -4% | -6% | -2% | 1% | 8% | . | -13%
CC(=O)Oc1ccc(N2C(=O)C3C4C=CC(O4)C3C2=O)cc1 (configuration not stated) | 6% | 1% | -13% | -4% | -7% | -6% | -19% | ?
COC(=O)CSc1nnc(-c2ccccc2OC)n1-c1ccc(C)cc1 | -3% | -2% | -2% | 3% | -2% | 1% | 31% | -3%
CCOc1ccc(Cn2c(=O)oc3ccc(C)cc32)cc1OC | -4% | -1% | -9% | 1% | -5% | 6% | -6%[10 µM] | -4%
Cc1nonc1CC(=O)N1CCc2c([nH]c3ccccc23)C1c1ccccc1F (configuration not stated) | 2% | -3% | -4% | 8% | -3% | 2% | ? | 0%
C/C(=N/NS(=O)(=O)c1ccc(C)cc1)c1cccc(NC(=O)c2cccc(Cl)c2)c1 | -14% | -2% | ? | ? | -12% | 2% | -54%[inhibitor] | 13%
O=C(Nc1ccc(CCC(=O)N2CCCC2)cc1)c1ncn[nH]1 | 1% | -2% | 2% | 2% | -6% | -15% | -5%[10 µM] | -15%
CCOC(=O)COc1ccc(CC)cc1C(=O)c1ccn2nc(-c3ccc(F)cc3)cc2n1 | 2% | 1% | -2% | -3% | . | . | . | 7%
Cc1c(NC(=O)C(C)Sc2ncnc3ccccc23)c(=O)n(-c2ccccc2)n1C (configuration not stated) | 0% | -3% | -4% | -3% | -6% | 2% | 16%[10 µM] | -12%
C/C(=N\NC(=O)CCc1ccc(S(=O)(=O)N2CCOCC2)cc1)c1ccc(OC(F)F)cc1 | -2% | -6% | -12% | 1% | i | -1% | -3% | -5%
Cn1ncc([N+](=O)[O-])c1C(=O)n1nnc2ccccc21 | 3% | -2% | -2% | -1% | -10% | . | ? | -9%
CCOc1cc(-c2nc(C)c(C(C)=O)n2O)ccc1OCC(=O)Nc1cccc(C)c1 | 2% | -2% | -21% | 6% | -17% | -8% | -6% | ?
O=C(Nc1ccc(C(F)(F)F)cn1)Nc1cccs1 | 4% | -1% | -20% | 6% | -1% | 4% | 10%[10 µM] | -2%
CC(=O)OCCNc1nc(-c2ccccc2)nc2ccccc12 | -1% | -2% | -9% | -6% | ? | 0% | 29%[10 µM] | -4%
O=C(c1cccc(C(F)(F)F)c1)c1c[nH]c(C(=O)NCC2CCCO2)c1 (configuration not stated) | -3% | -2% | 9% | 4% | -2% | -7% | -9%[10 µM] | 4%
Nc1ccn(-c2ccc(Cl)cc2)c(=O)c1 | 7% | 1% | -13% | 5% | 2% | -10% | -34% | -14%
CC(=O)N1CCc2cc(N=NC3=C(O)CC(C)(C)CC3=O)ccc21 | 8% | 0% | -6% | -1% | i | -28% | -12%[10 µM] | ?
O=C(CCCOc1ccccc1)N1CCN(c2ccccn2)CC1 | 0% | -1% | 3% | 10% | -2% | . | -19%[0.074 µM] | -15%
Cc1ccc(C)c(NC(=O)Cn2nnc(C(=O)Nc3c(C)cccc3C)c2N)c1 | 1% | -4% | -8% | -5% | -5% | -1% | 25% | -8%
COCCCNC(=O)CSc1nc(-c2ccc(OC)c(OC)c2)[nH]c1-c1ccc(F)cc1 | -2% | -2% | ? | 16% | . | . | . | ?
O=C1CCCc2oc3ccc(NS(=O)(=O)c4cccc5cccnc45)cc3c21 | 9% | -1% | -9% | -3% | 9% | -2% | . | 4%
CC1CCCCN1C(=O)CSc1nc2ccccc2[nH]1 (configuration not stated) | 2% | -6% | -8% | -3% | -2% | . | -37%[inhibitor] | -9%
O=C1CSC(c2ccccc2F)N1c1cc(Cl)ccc1O (configuration not stated) | -24% | -2% | -18% | 1% | -16% | 5% | -19% | -2%
Cc1ccc(S(=O)(=O)N2CCC(C(=O)C3C(=O)CC(C)(C)CC3=O)CC2)cc1 | 0% | 0% | -4% | -3% | i | . | -7% | -3%
O=C(NCCNCC(O)COc1ccc(O)cc1)N1CCOCC1 (configuration not stated) | -2%&8% | -4%&-1% | -7%&-1% | ? | -7% | . | -35%[inhibitor] | -7%&-3%
COc1cc(CNC2CCCCCC2)cc(OC)c1O | 3% | 3% | 0% | -2% | i | 4% | 8% | -7%
Cc1cc(C(=O)COC(=O)CCC(=O)c2ccc3c(c2)OCCO3)c(C)n1Cc1ccco1 | -9% | -2% | -22% | -11% | -4% | . | 8% | -15%
Fc1ccccc1CCNc1c2c(nc3ncnn13)CCCC2 | -2% | -4% | 3%[2.34 µM] | -6%[2.34 µM] | -7% | 0% | 28%[10 µM] | -2%
COc1cc(-c2nn3c(-c4cccnc4)nnc3s2)cc(OC)c1OC | 0% | 1% | -3% | 4% | 1% | . | 3% | -9%
COC(=O)c1cc(COC(=O)c2cccnc2SC)oc1C | 2% | 1% | -8% | 2% | -5% | 5% | -7% | -10%
Cc1cccc(CNc2nc(-c3c(C)noc3C)nc3ccccc23)c1 | -2% | -2% | -29% | ? | -6% | . | -42%[inhibitor] | 0%

More structures follow.
canonical_smiles | TRb-SRC2 inh | TexasRed fluor | Tau fluor cs | Tau fibril FP | RECQ1 helicase | L3MBTL1 block | HTT ATP protect | Tau fibril ThT
CCCCCCCCCCCCCCCCCC(=O)NCCc1ccc(O)c(O)c1 | -4% | -2% | ? | -6% | i | . | -11% | ?
Cc1ccc(NC(=O)C2CCCN2S(=O)(=O)c2cccc3nsnc23)c(Br)c1 (configuration not stated) | 7% | -4% | -17% | 0% | . | . | . | -6%
Cc1cc(NC(=O)CSc2nnc(C3CC3)n2N)no1 | -10% | -3% | 4% | -4% | -9% | 9% | 4% | -1%
Cc1nn(Cc2ccc(Cl)cc2Cl)c(Cl)c1/C=C/C(=O)OCC(=O)NCC(F)(F)F | -1% | 4% | 1% | -1% | i | . | -16% | 13%
O=C(CN1C2=NCCCN2c2ccccc21)c1ccc2c(c1)OCO2 | -6% | 1% | -1% | -5% | -3% | -7% | 3% | -6%
CCOc1ccc(N(CC(=O)NCc2ccccc2OC)S(C)(=O)=O)cc1 | 1% | -1% | -7% | 0% | -9% | 8% | 1% | -8%

Limited to TRb-SRC2 inh, L3MBTL1 block and Tau fibril ThT, for two of the compounds above:
| canonical_smiles | TRb-SRC2 inh | L3MBTL1 block | Tau fibril ThT |
| --- | --- | --- | --- |
| Cc1ccc(NC(=O)C2CCCN2S(=O)(=O)c2cccc3nsnc23)c(Br)c1 (configuration not stated) | 7% | . | -6% |
| Cc1cc(NC(=O)CSc2nnc(C3CC3)n2N)no1 | -10% | 9% | -1% |

These rows are one share of the data; count on the stated rates, not on these rows.
